# RBX1-CUL1 inh: inhibitors of human ROC1-CUL1 ubiquitin ligase activity; P62877+Q13616; in vitro K48 di-Ub FRET, acceptor:donor ratio, 45 min; inhibition, % at 10 µM; hit rate 0.6% among 140,000; AID 1347404; in the data active = inhibition above about 25%
# Target sequence (P62877 whole entry, looked up): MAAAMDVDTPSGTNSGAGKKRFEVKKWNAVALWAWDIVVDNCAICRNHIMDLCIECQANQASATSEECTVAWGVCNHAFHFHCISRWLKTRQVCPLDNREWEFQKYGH
# Target sequence (Q13616 whole entry, looked up): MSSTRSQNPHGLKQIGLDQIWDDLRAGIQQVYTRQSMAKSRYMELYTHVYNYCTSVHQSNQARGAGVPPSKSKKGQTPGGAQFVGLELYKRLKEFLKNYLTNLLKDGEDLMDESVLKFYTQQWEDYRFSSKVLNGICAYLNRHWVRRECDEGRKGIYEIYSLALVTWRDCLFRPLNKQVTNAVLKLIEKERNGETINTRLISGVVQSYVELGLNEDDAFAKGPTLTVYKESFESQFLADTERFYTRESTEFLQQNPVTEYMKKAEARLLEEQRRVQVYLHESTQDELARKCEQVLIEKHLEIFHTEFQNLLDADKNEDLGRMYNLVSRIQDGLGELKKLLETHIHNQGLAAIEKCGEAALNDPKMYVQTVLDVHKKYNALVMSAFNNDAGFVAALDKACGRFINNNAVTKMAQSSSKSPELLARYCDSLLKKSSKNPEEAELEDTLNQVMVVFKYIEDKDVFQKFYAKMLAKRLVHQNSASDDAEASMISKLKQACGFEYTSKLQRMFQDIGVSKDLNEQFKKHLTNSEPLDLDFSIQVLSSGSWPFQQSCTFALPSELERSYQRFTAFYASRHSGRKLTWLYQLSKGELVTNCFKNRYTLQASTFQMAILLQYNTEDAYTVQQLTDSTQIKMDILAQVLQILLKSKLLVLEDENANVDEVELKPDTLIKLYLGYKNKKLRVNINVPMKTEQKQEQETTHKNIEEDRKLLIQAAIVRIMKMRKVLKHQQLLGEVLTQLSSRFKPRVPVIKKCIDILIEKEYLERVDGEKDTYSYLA
# Numbers without * were called inactive. Some of the compounds tested, so the mix of outcomes need not match the whole.
item	molecule	RBX1-CUL1 inh
1	CCCOc1ccc(C2c3c(-c4ccccc4O)n[nH]c3C(=O)N2CCc2ccccc2)cc1OCC (stereo not given)	-11
2	Cc1ccc(Cl)cc1N1CCN(C(=O)c2ccc(C)c(-n3c(C)nc4cccnc43)c2)CC1	-2
3	CCOc1ccc(NC(=O)Cn2c(=O)n(Cc3nc(-c4ccccc4)no3)c(=O)c3ccccc32)cc1	-1
4	C=CCOc1ccc(C(=O)C2C(=O)C(=O)N(CCN3CCOCC3)C2c2ccccc2F)cc1C (stereo not given)	8
5	CC(=O)NS(=O)(=O)c1ccc(N=c2ssc3c2-c2cc(C)c(C)cc2NC3(C)C)cc1	0
6	COc1ccc(CNC(=O)C2CCN(S(=O)(=O)c3c(C)noc3/C=C/c3ccccc3F)CC2)cc1	-11
7	COc1ccc(OCc2cc(C(=O)NC(C)C)n[nH]2)c(Cl)c1	0
8	COc1ccc(C(=O)CC2(O)C(=O)N(Cc3cccc(C(F)(F)F)c3)c3ccccc32)cc1 (stereo not given)	-5
9	CC(=O)Oc1ccccc1C(=O)N=C1C(=O)N(c2ccccc2)N(C)C1C (stereo not given)	4
10	CCOC(=O)c1c(C)[nH]c(C=C2C(=O)OC(C)(C)OC2=O)c1OS(=O)(=O)c1ccc(C)cc1	-1
11	Cc1sc(-c2c(C#N)c(N)nc3c2CCCCCC3)cc1CSc1ccc(Cl)cc1	-1
12	COc1cccc(-c2nc(SCC(=O)NCC3CCCO3)c(-c3ccc(F)cc3)[nH]2)c1 (stereo not given)	-2
13	Cc1ccc(CS(=O)(=O)N2CCN(C)CC2)cc1	0
14	Cc1ccc(C)c(N2CCN(C(=O)c3cccn3-c3nnc(N4CCCCC4)s3)CC2)c1	7
15	CN(Cc1nc2ccc(F)cc2[nH]1)CC1CCCN(CCc2ccc(F)cc2)C1 (stereo not given)	0
16	COc1cccc(CNC(=O)c2ccc3c(c2)c(C)c(C)n3Cc2ccccc2)c1OC	-8
17	CCOc1ccc(N=CC2N=C(c3ccccc3)OC2=O)cc1 (stereo not given)	-3
18	O=C(NCC1Cc2cccc(-c3ncccn3)c2O1)C1CCC1 (stereo not given)	-2
19	Cc1nc2ncc3c(=O)n(Cc4ccccc4)ccc3n2n1	-4
20	COC(=O)NC(Nc1nnc(C)s1)(C(F)(F)F)C(F)(F)F	7

# Compounds from the list above containing a Cl atom (three):
item	molecule	RBX1-CUL1 inh
2	Cc1ccc(Cl)cc1N1CCN(C(=O)c2ccc(C)c(-n3c(C)nc4cccnc43)c2)CC1	-2
7	COc1ccc(OCc2cc(C(=O)NC(C)C)n[nH]2)c(Cl)c1	0
11	Cc1sc(-c2c(C#N)c(N)nc3c2CCCCCC3)cc1CSc1ccc(Cl)cc1	-1

# (listing goes on)
item	molecule	RBX1-CUL1 inh
21	COc1ccc(CCNC(=O)CSc2nnc3sc4ccccc4n23)cc1OC	2
22	O=C(NCC1c2ccccc2CCN1C(=O)CN1CCOCC1)C1CCCCC1 (stereo not given)	13
23	CCc1cccc(C)c1NC(=O)c1ccccc1Cl	-2
24	CC(NC(=O)C(c1ccccc1)C1CCCC1)c1ccccc1 (stereo not given)	-3
25	COC(=O)c1ccccc1SCC(=O)Nc1cc(C)on1	-5
26	N#CC1C(=N)Oc2n[nH]c(-c3ccc4c(c3)OCO4)c2C1c1ccccc1OCc1ccc(Cl)cc1 (stereo not given)	-5
27	Cc1cc[n+]2cc(-c3cccc([N+](=O)[O-])c3)c(-c3cccc([N+](=O)[O-])c3)cc2c1	-8
28	N=c1c(C(N)=O)cc2c(=O)n3ccccc3nc2n1Cc1cccnc1	-1
29	COc1ccc(C(=O)NC(=S)N(C)c2ccccc2)cc1	3
30	COc1cc(Br)c(Br)c(/C=C2\SC(c3ccccc3)=NC2=O)c1O	2
31	COC(=O)c1ccc(Cl)cc1NC(=O)NCc1c(-n2cccc2)sc2c1CCCC2	-4
32	COCC(=O)Nc1ccccc1-c1cccc(-c2ccn[nH]2)c1	5
33	Cc1ccc2nc(-c3ccc(NC(=O)COc4ccccc4C(C)C)cc3)sc2c1	-5
34	COCc1c(C(=O)N2CCC(O)(c3ccc(Cl)cc3)CC2)cnn1-c1nccc(-c2ccco2)n1	1
35	Cc1cc(-c2nc3ncccc3o2)ccc1NC(=O)c1ccc(Br)cc1	2
36	O=C(Nc1ccccc1)N(CCc1c[nH]c2ccccc12)C1CCCCC1	-14
37	CCN1C(=O)S/C(=C/c2ccc(OCc3ccc(C(=O)O)cc3)c(Br)c2)C1=O	-1
38	CCOC(=O)C1(CCc2ccccc2)CCCN(C2CCOCC2)C1 (stereo not given)	3
39	CCOC(=O)C(C(=O)OCC)c1nc(Cl)nc(N(c2ccccc2)c2ccccc2)n1	4
40	Cc1cc(C(F)(F)F)nn1CC(=O)N1N=C2/C(=C/c3cccs3)CCCC2C1c1cccs1 (stereo not given)	-5
41	CCCC(Nc1cc(CCN)ncn1)c1nccn1C (stereo not given)	9
42	CCOc1ccc(NC(=O)CCCc2nnc3n(C)c(=O)c4sccc4n23)cc1	1
43	CNCC(O)Cn1c2c(c3ccccc31)CCCC2 (stereo not given)	-8
44	CCOc1ccc(N2CC(C(=O)Nc3ccc(Br)c(OC)c3)CC2=O)cc1 (stereo not given)	0
45	Cc1ccc(O)c(-c2ccnc3cc(-c4ccc(Cl)cc4)nn23)c1	-4
46	Cc1cc(C(F)(F)F)nn1Cc1n[nH]c(=S)n1-c1ccc(F)cc1	2
47	COc1cccc(N2CC(NC(=O)c3cc(Cl)ccc3OC)CC2=O)c1 (stereo not given)	0
48	O=C(Cc1n[nH]c(=O)[nH]c1=O)N/N=C/C1=NC(=O)NC(=O)C1	16
49	CCOC(=O)Cc1ccc(NC(=O)Nc2cc3c(cc2N2CCCCC2)n(C)c(=O)n3C)cc1	1
50	CCc1ccc2c(Cl)c(C(=O)NCc3ccncc3)sc2c1	7
51	COc1ccc(C)cc1S(=O)(=O)Oc1cc(C)cc(C)c1	1
52	Cc1cccc(CNCc2c(C(=O)N3C[C@@H](C)O[C@@H](C)C3)nc3sccn23)c1	-5
53	NS(=O)(=O)c1cc(Cl)ccc1OCC(=O)NC1CCCC1	12
54	Cn1c2ncccc2n2c(=O)sc(=Nc3ccccc3)c(C#N)c12	13
55	Cc1ccc(NC(=O)c2sc3nc(-c4ccc(F)cc4)ccc3c2N)c(C)c1	-7
56	Cc1ccc(NC(=O)Cn2cnc3c(oc4ccccc43)c2=O)cc1	-3
57	CCOc1ccc(/C=C/c2nc(C#N)c(NC(C)c3ccccc3)o2)cc1 (stereo not given)	-3
58	O=C(Cc1ccc(N2CCC(NCCCc3ccncc3)CC2)cc1)NCCc1cccc(F)c1	4
59	Cc1cc2oc(=O)cc(-c3oc4ccccc4c3C)c2cc1C	-7
60	COc1ccc2nc(NC(=O)c3ccc(S(=O)(=O)N4CCCC(C)C4)cc3)sc2c1 (stereo not given)	-1
61	CC(C)C1C(=O)Nc2ccc(S(=O)(=O)NCc3ccc(Cl)cc3)cc21 (stereo not given)	-8
62	COc1ccc(C(=O)OCc2ccc(Br)cc2)cc1OC	-5
63	CCOc1ccc(S(=O)(=O)N(C)c2ccccc2)cc1	6
64	CCC(=O)N(Cc1ccco1)C1CC(=O)N(c2ccccc2)C1=O (stereo not given)	6
65	COc1cc2ccccc2cc1C(=O)N1CCN(C)CC1	2
66	CC(C)(C)c1ccc(C(=O)Nc2nnc(COc3ccccc3)s2)cc1	-2
67	COc1ccc(C(=O)CCC(=O)Nc2ccc(F)cc2F)cc1	2
68	COc1cc(Cl)c(C)cc1NC(=O)c1ccc(CN2C(=O)CCn3nc(C)cc32)cc1	-2
69	CCS(=O)(=O)N1CC(=O)N(c2ccc(Cl)cc2)C(C)(C(=O)NC2CCCCC2)C1 (stereo not given)	4
70	CC(C)N(C)Cc1nnnn1CC(=O)N1CCOc2ccc(Cl)cc2C1	1
71	COc1cc(C)c(Cl)c(C)c1S(=O)(=O)NCc1ccccc1	2
72	O=C(CSc1oc(-c2ccco2)nc1S(=O)(=O)c1ccc(Cl)cc1)Nc1ccc(F)cc1	-4
73	O=C(CC(c1ccccc1)N1C(=O)c2ccc(C(=O)O)cc2C1=O)OCc1ccccc1 (stereo not given)	-1
74	CCC(C(=O)NCc1ccccc1)n1nc(C)c2sc3ccccc3c2c1=O (stereo not given)	3
75	Cc1cc(C(=O)N2CCC(C3CCN(c4ncccn4)CC3)C2)n(C)n1 (stereo not given)	-17
76	COc1ccccc1C(=O)N1c2ccccc2C(C)(c2ccc(Cl)cc2)CC1(C)C (stereo not given)	-3
77	CN(C(=O)c1cccs1)c1ccccc1	-3
78	COC(=O)c1ccc(N2C(=O)Cc3cc(OC)c(OC)cc3C2c2ccc(F)cc2)cc1 (stereo not given)	0
79	CC1=CC(C)(C)Nc2ccc(OC(=O)c3ccccc3Br)cc21	7
80	Cc1cc(=O)[nH]c(Sc2cccc(C(F)(F)F)c2)n1	4

# Values in list order from the entries so far.
# Compounds 64 to 71 in RBX1-CUL1 inh: 6, 2, -2, 2, -2, 4, 1, 2

# (further entries)
item	molecule	RBX1-CUL1 inh
81	COCCCNC(=O)Cn1cc(C(=O)OC)c2ccccc21	0
82	O=C1CC(Cc2ccccc2)=Nc2cc(-c3ccc(Cl)cc3)nn21	2
83	CCn1c(=O)sc2cc(NC(=O)c3cccc(OC)c3)ccc21	-4
84	COC(=O)n1cnc(C(N)=O)c1N	-7
85	CCc1ccccc1NC(=O)C1CCCN(C(=O)c2cnn(-c3ccccc3)c2-n2cccc2)C1 (stereo not given)	0
86	COc1cccc2c1OCCCN(C(=O)COc1ccc(N3CCN(c4ccccn4)CC3)nn1)C2	12
87	Cc1ccc(CS(=O)(=O)Nc2c(C)cccc2C)cc1	2
88	CCOc1ccc(C2C3=C(CC(c4ccc(Cl)cc4)CC3=O)N=C(C)C2C(=O)OCC(C)C)cc1OC (stereo not given)	3
89	COc1ccc(/C=C/C(=O)Nc2cc(C)nc3ccccc23)cc1OC	-3
90	CCOc1ccc(C2c3[nH]c4ccccc4c3CCN2C(=O)CCC2CCCC2)cc1 (stereo not given)	-12
91	CCn1c(=O)c2sccc2n2c(CCC(=O)N3CCN(c4ccc(C(C)=O)cc4)CC3)nnc12	-6
92	COc1ccc(C(Nc2cccc(C)n2)c2ccc3ccc(C)nc3c2O)cc1 (stereo not given)	-8
93	C=CC[C@@H]1CC=C[C@@H](C)N1C(=O)c1ccc(OC)c(OC2CCN(C(C)=O)CC2)c1	5
94	COc1cc(S(=O)(=O)N2CCC(C(N)=O)CC2)c(C)cc1C	4
95	Cc1ccc(N2CCN(C(=O)c3c4c(nc5ccccc35)C(=O)N(C3CCCCC3)C4)CC2)c(C)c1	-3
96	CCOC(=O)C1(Cc2ccccc2C)CCCN(C(=O)C2CCN(C(=O)N(C)C)CC2)C1 (stereo not given)	-2
97	Cc1nc(N2CCC(NCc3cccc4[nH]ccc34)CC2)nc2ccc(F)cc12	4
98	CCCN(CCC)C(=O)C1CC(=O)OC12CCCCC2 (stereo not given)	-6
99	CCc1ccc(CN(C)Cc2c(C(=O)N3CCOCC3)nc3c(C)cccn23)cc1	-5
100	CC(/C=N/NC(=O)Cc1ccccc1)=C\c1ccccc1	1

# An excerpt of these results, field by field:
95: Cc1ccc(N2CCN(C(=O)c3c4c(nc5ccccc35)C(=O)N(C3CCCCC3)C4)CC2)c(C)c1
  RBX1-CUL1 inh = -3

86: COc1cccc2c1OCCCN(C(=O)COc1ccc(N3CCN(c4ccccn4)CC3)nn1)C2
  RBX1-CUL1 inh = 12

93: C=CC[C@@H]1CC=C[C@@H](C)N1C(=O)c1ccc(OC)c(OC2CCN(C(C)=O)CC2)c1
  RBX1-CUL1 inh = 5

91: CCn1c(=O)c2sccc2n2c(CCC(=O)N3CCN(c4ccc(C(C)=O)cc4)CC3)nnc12
  RBX1-CUL1 inh = -6

# Next section:
item	molecule	RBX1-CUL1 inh
101	Cc1ccc(C2N[C@@H](C(=O)O)C(C)(C)S2)cc1 (stereo not given in full)	-10
102	CCOC(=O)C1CCN(C(=O)c2coc(COc3ccccc3F)n2)CC1	-4
103	Cc1ccc(-c2c(C#N)cnc3ncnn23)cc1	2
104	Cc1ccc(SCc2[nH]nc3c2C(c2cccc(Cl)c2)C(C#N)C(=N)O3)cc1 (stereo not given)	-3
105	COc1cc(Cl)c(C)cc1NC(=O)c1ccco1	-2
106	CC1=C(C#N)C(=O)N(CCc2ccccc2)C(=O)C1C=Nc1ccc(I)cc1 (stereo not given)	10
107	CCOC(=O)c1c(NC(=O)Cc2coc3ccc(CC)cc23)sc2c1CCC2	-9
108	CN(C)c1ccc(CC2C(=O)c3ccccc3C2=O)cc1	2
109	CC(C)N1CCC(N2CCCC(C(=O)N3CC=C(c4ccccc4)CC3)C2)CC1 (stereo not given)	-5
110	Cc1ccc(C)c(S(=O)(=O)N2C(=S)NC(=O)C2C)c1 (stereo not given)	3
111	CCOc1ccccc1NC(=O)C(C)Sc1nc2c(c(=O)[nH]1)CCCC2 (stereo not given)	-2
112	COc1ccc(NC(=O)CSC2=N/C(=C/c3cccc(F)c3)C(=O)N2C)cc1	-8
113	COc1ccccc1Cn1ccc2c(cnc3nc(C)nn32)c1=O	-8
114	c1ccc2c(CSc3nc4ccc(Nc5nc(N6CCCCC6)nc(N6CCCCC6)n5)cc4s3)cccc2c1	-4
115	Cc1ccoc1C(=O)N1CCC(N2CCCC(C(=O)NC3CC3)C2)CC1 (stereo not given)	9
116	Clc1cccc(-c2nnc3sc(-c4ccncc4)nn23)c1	8
117	CCCCOc1ccccc1NC(=O)Cn1c(-c2cncs2)nc2ccccc21	13
118	CSc1nc2scc(-c3ccccc3)c2c(=O)[nH]1	6
119	CCn1cc(C(=O)NCCc2ccc(C)cc2)c(=O)c2cc(S(=O)(=O)N(C)C)ccc21	9

# Copied from the list.
# Result of `CCn1cc(C(=O)NCCc2ccc(C)cc2)c(=O)c2cc(S(=O)(=O)N(C)C)ccc21` under RBX1-CUL1 inh: 9
# Result of `Cc1ccc(-c2c(C#N)cnc3ncnn23)cc1` under RBX1-CUL1 inh: 2
# Result of `CC(C)N1CCC(N2CCCC(C(=O)N3CC=C(c4ccccc4)CC3)C2)CC1` (stereo not given) under RBX1-CUL1 inh: -5
# Result of `COc1ccccc1Cn1ccc2c(cnc3nc(C)nn32)c1=O` under RBX1-CUL1 inh: -8
# Result of `COc1cc(Cl)c(C)cc1NC(=O)c1ccco1` under RBX1-CUL1 inh: -2
# Result of `CCOC(=O)C1CCN(C(=O)c2coc(COc3ccccc3F)n2)CC1` under RBX1-CUL1 inh: -4
# Result of `Cc1ccc(C)c(S(=O)(=O)N2C(=S)NC(=O)C2C)c1` (stereo not given) under RBX1-CUL1 inh: 3

# Bioassay records deposited in PubChem BioAssay by Icahn School of Medicine at Mount Sinai.
